TRPC6 inh: inhibitors of mouse TRPC6 channel | Q61143 | B-score at 10 µM | hit rate 1.1% among 310,000 | HEK293-TRPC6, membrane potential dye, ACh-evoked depolarization; hits give low values | AID 2553;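 active means B-score under library mean minus 3 SD, initial fluorescence not abnormally high, positive integrated signal ratio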;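 further: B-score derived from integrated fluorescence ratio over the kinetic read; more negative B-score means stronger inhibition of depolarization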
RGS4 block: human RGS4 inhibition; P49798; HEK293 M3R/RGS4 inducible, Fluo-4 calcium flux; hits give high values; triggered by carbachol at its EC20; B-score at 10 µM; hit rate 0.45% among 310,000;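 active means B-score, a plate-corrected calcium signal, over three deviations above library mean, with baseline fluorescence within five deviations of library mean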;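 further: RGS4 expression induced by doxycycline in cells with stable M3 receptor; B-score is computed from the integrated fluorescence ratio over baseline after carbachol; higher B-score means a larger calcium signal and so more RGS4 inhibition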
Target sequence (P49798 whole entry, looked up): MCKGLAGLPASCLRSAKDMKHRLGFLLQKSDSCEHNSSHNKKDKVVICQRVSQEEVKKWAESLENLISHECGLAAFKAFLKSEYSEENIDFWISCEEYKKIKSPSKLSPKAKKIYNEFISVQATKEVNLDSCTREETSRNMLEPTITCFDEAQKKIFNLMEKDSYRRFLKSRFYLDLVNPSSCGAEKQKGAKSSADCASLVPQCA
MrgX1 PAM: allosterically activates human MrgX1 receptor signaling; hit rate 0.63% among 310,000; MrgX1-HEK293, Fluo-4 calcium flux, FDSS; hits give high values; Q96LB2; B-score at 10 µM;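 active means plate-corrected calcium response at least 3 library SD above typical, normal starting fluorescence, not activating the receptor alone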;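 further: compound read alongside a low EC10 to EC30 dose of BAM8-22 agonist; peak minus trough fluorescence over baseline measured at the second addition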
Target sequence (Q96LB2 whole entry, looked up): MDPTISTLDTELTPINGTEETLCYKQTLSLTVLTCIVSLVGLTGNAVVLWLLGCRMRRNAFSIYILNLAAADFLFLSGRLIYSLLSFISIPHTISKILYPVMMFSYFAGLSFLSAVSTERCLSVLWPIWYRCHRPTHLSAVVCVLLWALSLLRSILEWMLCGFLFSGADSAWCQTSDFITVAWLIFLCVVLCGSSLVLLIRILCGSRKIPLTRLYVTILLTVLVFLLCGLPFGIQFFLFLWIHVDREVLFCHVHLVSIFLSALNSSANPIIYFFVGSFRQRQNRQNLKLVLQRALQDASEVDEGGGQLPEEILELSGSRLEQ
TRPC4 agonist: TRPC4 (mouse) channel activation | Q9QUQ5 | hit rate 0.49% among 310,000 | HEK293 TRPC4beta/mu-opioid, Fluo4 calcium fluorescence; hits give high values | AID 2237 | B-score at 10 µM;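 active means B-score above 5 SD of library B-scores, and initial fluorescence ratio not above library mean plus 5 SD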;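 further: positive B-score marks a calcium rise read as TRPC4 activation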
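System: HEK293 cells stably co-expressing mouse TRPC4beta and mu-opioid receptor; Schedule: Fluo4 dye loading 45 min at room temperature, 110 s recording; Detection: Fluo4 fluorescence, kinetic; Evaluation: B-scored integrated calcium fluorescence ratio; Controls: buffer (low) and maximal DAMGO (high).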
MrgX1 antag: blocks BAM8-22 activation of human MrgX1 receptor | Q96LB2 | MRGX1-HEK293 calcium flux, Fluo-4, BAM8-22 antagonism; hits give low values | B-score at 10 µM | hit rate 1.3% among 310,000 | AID 588676;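 active means calcium-response B-score plate-corrected more than 3 library SD below zero, starting fluorescence within 5 deviations, no agonist response on first addition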;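 further: peak minus trough fluorescence over baseline after final BAM8-22 challenge near maximal dose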
ANO1 activ: mouse TMEM16A channel activation, primary screen | Q8BHY3 | HEK293 TMEM16A/YFP-H148Q/I152L, iodide quench fluorescence; hits give low values | B-score at 10 µM | hit rate 0.3% among 340,000 | AID 623877;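 active means fluorescence-ratio B-score plate-corrected deviation score at least 3 library SD below zero, with starting fluorescence score within 5 deviations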;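 further: channel opened by trigger with iodide after compound preincubation; score built on the fluorescence ratio of max minus min over baseline; more negative score means more quench and so TMEM16A activation or potentiation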
MrgX1 ag: agonists of human MrgX1 receptor | B-score at 10 µM | Q96LB2 | AID 588627 | MrgX1-HEK293 cells, Fluo-4 calcium fluorescence, agonist mode; hits give high values | hit rate 0.44% among 310,000;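 active means calcium response B-score plate-corrected fluorescence ratio at least 3 library SD, with starting fluorescence B-score inside 5 SD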
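System – MrgX1-expressing HEK293 cells · Incubation – cells plated overnight, dye loaded 0.5 h 37 °C, 0.5 h room temperature · Technique – kinetic Fluo-4 NW fluorescence of intracellular calcium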
ANO1 block: blocks the mouse calcium-activated chloride channel TMEM16A. Q8BHY3. HEK293 TMEM16A/YFP iodide influx fluorescence, ionomycin. normalized B-score (activity score, 25-100; higher = stronger inhibition) at 10 µM. hit rate 1.2% among 310,000;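 active means ratio plate-corrected score three or more library SD toward inhibition, starting fluorescence score within five deviations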;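 further: score derived from kinetic fluorescence span divided by baseline fluorescence per well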
TRPC4 block: TRPC4 (mouse) channel inhibition | Q9QUQ5 | HEK293 TRPC4beta/mu-opioid, DAMGO-evoked Fluo4 calcium flux; hits give low values | B-score at 10 µM | hit rate 0.39% among 300,000 | AID 2247;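 active means B-score over 3 SD under the library average, no early fluorescence shift, positive overall ratio signal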
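material = TRPC4beta/mu-opioid receptor HEK293 cell line | probe or stimulus = sequential submaximal and maximal DAMGO stimulation | compound dosing = one concentration per compound | measured by = Fluo4 Ca2+ flux fluorescence | evaluation = integrated fluorescence ratio relative to baseline, converted to per-well B score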
TRPC4 PAM: allosterically enhances the mouse TRPC4 cation channel | HEK293 TRPC4beta/mu-opioid, DAMGO EC20, Fluo-4 Ca2+ flux; hits give high values | AID 2227 | B-score at 10 µM | hit rate 0.42% among 310,000;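 active means B-score of calcium response area above 5 SD of library B-scores, with initial fluorescence ratio within 5 SD of library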;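 further: B-score of integrated fluorescence ratio over time as area under calcium response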
TRPC6 act: activators of mouse TRPC6 channel | HEK293-TRPC6 membrane potential dye fluorescence; hits give high values | hit rate 0.13% among 310,000 | B-score at 10 µM | Q61143 | AID 2550;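 active means B-score of the integrated fluorescence ratio above library mean plus 3 SD, and starting fluorescence ratio within library mean plus 5 SD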;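 further: higher score means more depolarization so channel activation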
* = called active by the depositor; i = inactive; / = not tested or not shown.

The line under a structure holds: TRPC6 inh	RGS4 block	MrgX1 PAM	TRPC4 agonist	MrgX1 antag	ANO1 activ	MrgX1 ag	ANO1 block	TRPC4 block	TRPC4 PAM	TRPC6 act
O=C(CN(C(=O)c1csnn1)c1ccc(Cl)cc1)NCc1ccc2c(c1)OCO2
    i	i	i	i	i	i	i	i	i	i	i
O=C(Nc1ccc(-c2nc3ccccc3o2)cc1)c1ccc(N2C(=O)C3C4C=CC(C4)C3C2=O)cc1 (stereo not given)
    i	i	i	i	i	i	i	i	i	i	i
CCOc1ccc(C(=O)N2CCCCCC2)cc1
    i	i	i	i	i	i	i	i	i	i	i
O=C(CC(Cc1ccccc1)C(=O)O)Nc1cccc(C(F)(F)F)c1 (stereo not given)
    i	i	i	i	i	/	i	i	i	i	i
Cc1ccc(NC(=O)N2CCCC2C(=O)NCc2ccc(Cl)cc2)cc1 (stereo not given)
    i	i	i	i	i	i	i	i	i	i	i
CN1CCN(NC(=O)c2cc(S(=O)(=O)Nc3ccc(Cl)cc3)ccc2Cl)CC1
    i	i	i	i	i	i	i	i	i	i	i
CCN1CCN(C(c2cc3cccc(C)c3[nH]c2=O)c2nnnn2Cc2ccccc2)CC1 (stereo not given)
    i	i	i	76*	i	i	i	25*	i	i	i
Cc1ccc(C)c(NC(=S)N2CCN(CCO)CC2)c1
    i	i	i	i	-4.8*	i	i	i	i	i	i
COc1cccc(CN(C)CC2CCCN(CCc3ccccc3C)C2)c1 (stereo not given)
    i	i	i	i	i	i	i	i	i	i	i
COCCn1c(N)c(N(Cc2ccccc2)C(=O)c2ccc3ccccc3c2)c(=O)[nH]c1=O
    i	i	i	i	i	i	i	i	i	i	i
CCCNC(=O)NC(=O)COC(=O)c1cccc(NS(=O)(=O)c2ccc(F)c(F)c2)c1
    i	i	i	i	i	i	i	i	i	i	i
CC(=O)Nc1ccc(SCC(=O)c2cc(C)n(C)c2C)cc1
    i	i	i	i	i	i	i	i	i	i	i
COc1ccc(Nc2ncc(F)c(N3CCOCC3)n2)cc1
    i	i	i	i	i	i	i	i	i	i	i
CCC(C)NC(=O)CCc1nc2ccccc2n1-c1ccccc1 (stereo not given)
    i	i	i	i	i	i	i	i	i	i	i
CC1CCCN(C(=O)C2CCN(S(=O)(=O)c3cccc4cccnc34)CC2)C1 (stereo not given)
    i	i	i	i	i	i	i	i	i	i	i
Cc1cc([N+](=O)[O-])ccc1NC(=O)Nc1ccccc1F
    i	i	i	i	i	i	i	i	i	i	i
CN1CCN(C(=O)CN2C(=O)COc3ccc(S(=O)(=O)N4CCOCC4)cc32)CC1
    i	i	i	i	i	i	i	i	i	i	i
Cc1ccc(-c2n[nH]c(=S)n2/N=C\c2ccco2)cc1
    i	i	i	i	i	i	i	i	i	i	i
O=C(CCn1c(=O)oc2ccccc21)N1CCN(c2ccc(F)cc2)CC1
    i	i	i	i	i	i	i	i	i	i	i
Cc1ccc(C(=O)NCCSCc2ccc(Cl)cc2Cl)cc1[N+](=O)[O-]
    i	i	i	i	i	i	i	i	i	i	i
COc1ccc(NC(=O)c2ccc(-c3ccccc3)cc2)cc1NS(=O)(=O)c1ccc(F)cc1
    i	i	i	i	i	i	i	i	i	i	i
COc1ccccc1Oc1ccc(NC(=O)c2ccc(Cl)cc2)cc1
    i	i	i	i	i	i	i	i	i	i	i
COc1ccccc1N1C(=NC(=O)CCc2ccccc2)SC2CS(=O)(=O)CC21 (stereo not given)
    i	i	i	i	i	i	i	i	i	i	i
COc1ccc(/C=N/NC(=O)c2ccncc2)cc1Cn1nc([N+](=O)[O-])c(Br)c1C
    i	i	i	i	i	i	i	i	i	i	i
Cc1cc2ncn(C3CC(=O)N(Cc4ccccc4)C3=O)c2cc1C (stereo not given)
    i	i	i	i	i	i	i	i	i	i	i
O=C(COC(=O)c1ccc(F)cc1F)NCCNC(=O)COC(=O)c1ccc(F)cc1F
    i	i	i	i	i	i	i	i	i	i	i
C=CCOc1c2ccc(C(=O)NCCc3ccc(C)cc3)cc2nn1C
    i	i	i	i	i	i	i	i	i	i	i
COc1ccc(N2C(=O)c3cccc4cc(Br)cc(c34)C2=O)cc1
    i	i	i	i	i	i	i	i	i	i	i
COc1cc(OC)c(NC(=O)Cc2cccs2)cc1Cl
    i	i	i	i	i	i	i	i	i	i	i
CCN(C(=O)c1ccc(S(=O)(=O)N2CCOCC2)cc1)C1CCS(=O)(=O)C1 (stereo not given)
    i	i	/	i	/	i	/	/	i	i	i
Cc1c(Cl)cccc1NC(=O)COC(=O)CCc1nc2ccccc2n1-c1ccccc1
    i	i	i	i	i	i	i	i	i	i	i
O=C(COC(=O)COc1ccccc1)Nc1cccc([N+](=O)[O-])c1
    i	i	i	i	i	i	i	i	i	i	i
Cc1nc(C(=O)NC2CCCCC2)sc1C1(C)CC(c2cccc([N+](=O)[O-])c2)=NO1 (stereo not given)
    i	i	i	i	i	i	i	i	i	i	i
CC1CCCCN1CCNC(=O)Cn1nc(-c2ccccc2)ccc1=O (stereo not given)
    i	i	i	i	i	i	i	i	i	i	i
CCn1nnnc1SCC(=O)c1ccc(C)cc1C
    i	i	i	i	i	i	i	i	i	i	i
CCc1nnc(NC(=O)C2c3ccccc3Oc3ccccc32)s1
    i	i	i	i	i	i	i	i	i	i	i
CC1=C(C(=O)OC(C)C)C(c2ccccc2)NC(=S)N1C (stereo not given)
    i	i	i	i	i	i	i	i	i	i	i
Cc1ccc2c([N+](=O)[O-])c(C)ccc2n1
    i	i	i	i	i	i	i	i	i	i	i
O=c1[nH]c2ccc(Br)cc2c(-c2ccccc2)c1CN1CCOCC1
    i	7.5*	i	i	i	i	i	i	i	i	i
COc1ccc(Cn2nnnc2C(c2cc3cccc(C)c3[nH]c2=O)N2CCOCC2)cc1 (stereo not given)
    i	i	i	i	i	i	i	i	i	i	i
O=S(=O)(NCc1csc(-c2cccnc2)n1)c1cccs1
    i	i	i	i	i	i	i	i	i	i	i
OC(CNCc1ccccc1F)COc1cccc2ccccc12 (stereo not given)
    i	i	i	i	i	i	i	i	i	i	i
CCc1cccc(C)c1NC(=O)Nc1c(Br)cnn1C
    i	i	i	i	i	/	i	i	i	i	i
C=CCN(c1cccc(C(F)(F)F)c1)S(=O)(=O)c1cccc(C(=O)OCC(=O)Nc2ccccc2)c1
    i	i	i	i	i	i	i	i	i	i	i
CCN1CCN(CCCOc2ccc(-c3ccccc3)cc2)CC1
    i	i	i	i	i	/	i	i	i	i	i
Cc1ccc2[nH]c(CN3CCC(CO)(CC4CCCCO4)CC3)c(C)c2c1 (stereo not given)
    i	i	i	i	i	i	i	i	i	i	i
COC(=O)c1ccccc1Oc1c(F)c(F)nc(N2CCOCC2)c1F
    i	i	i	i	i	i	i	i	i	i	i
COc1cc(NC2c3ccccc3C(=O)N2Cc2ccc3c(c2)OCO3)cc(OC)c1OC (stereo not given)
    i	i	i	i	i	i	i	i	i	i	i
COc1cc(NC(=O)Cc2ccccc2OC)cc(OC)c1
    i	i	i	i	i	i	i	i	i	i	i
COc1ccc(C(=O)Nc2ccc(NC(=O)c3ccco3)cc2)cc1
    i	i	i	i	i	i	i	i	i	i	i
COC(=O)c1c(NC(=O)c2cnccn2)sc2c1CCC2
    i	i	i	i	i	i	i	i	i	i	i
CCn1nnc(NC(=O)C(C)Oc2ccc(Cl)cc2Cl)n1 (stereo not given)
    i	i	i	i	i	i	i	i	i	i	i
C=CCOc1cccc(CNc2cccc(C(=O)O)c2)c1
    i	i	i	i	i	i	i	i	i	i	i
O=C(CCCc1ccccc1)N1CCc2ccccc21
    i	i	i	i	i	i	i	i	i	i	i
O=C(Cc1cccc2ccccc12)NCCc1ccccc1
    i	i	i	i	i	i	i	i	i	i	i
O=C(Cn1cnc2c(cnn2-c2ccc(F)cc2)c1=O)NCC1CCCO1 (stereo not given)
    /	/	i	/	i	i	i	i	/	/	/
CCCc1cc(=O)[nH]c(SCC(=O)Nc2nc3ccc(OCC)cc3s2)n1
    i	i	i	i	i	i	i	i	i	i	i
O=C(CSc1ccc(F)cc1)Nc1ccc(N2CCOCC2)c(Cl)c1
    i	i	i	i	i	i	i	i	i	i	i
CN1C(=S)NC(C)(C)CC1(C)c1ccc(O)cc1O (stereo not given)
    i	i	i	i	i	i	i	i	i	i	i
Cc1cc(C)c2c3c(sc2n1)C(=O)N(c1ccccc1)CC(=O)N3
    i	i	i	i	i	i	i	i	i	i	i

Continued:
The line under a structure holds: TRPC6 inh	RGS4 block	MrgX1 PAM	TRPC4 agonist	MrgX1 antag	ANO1 activ	MrgX1 ag	ANO1 block	TRPC4 block	TRPC4 PAM	TRPC6 act
COCCN(C)C(=O)CCc1nnc(Cc2ccc(-c3ccccc3)cc2)o1
    i	i	i	i	i	i	i	i	i	i	i
CNC(=O)c1ccsc1NC(=O)CCS(=O)(=O)c1ccc(Cl)cc1
    i	i	i	i	i	i	i	i	i	i	i
Clc1ccc(-c2nnc(CCc3ccccc3)o2)c(Cl)c1
    i	i	i	i	i	i	i	i	i	i	i
Cc1cc(C)c(S(=O)(=O)c2ccccc2)c(N2CCOCC2)n1
    i	i	i	i	i	i	i	i	i	i	i
Cc1ccc(C(=O)Nc2c3c(nn2-c2ccccc2)CS(=O)(=O)C3)cc1C
    i	i	i	i	i	i	i	i	i	i	i
CC(C)[C@H](NC(=O)N1CCn2c1nc1ccccc12)C(=O)NC1CCCCC1
    i	i	i	i	i	i	i	i	i	i	i
O=C(/C=C/c1cn(CC(O)CN2CCOCC2)c2ccccc12)c1cccs1 (stereo not given)
    i	i	i	i	i	/	i	i	i	i	i

Bioassay records (PubChem BioAssay)
